Assay outcomes deposited in PubChem BioAssay by National Center for Advancing Translational Sciences (NCATS).
L3MBTL1 block = qHTS Assay for the Inhibitors of L3MBTL1. Lethal(3)malignant brain tumor-like protein 1 (Homo sapiens), Q9Y468. AlphaScreen L3MBTL1–H3K9me1 peptide binding. Potency, µM (series often up to 57.1 µM), without a hit: at the top dose activity, negative = inhibition, actives largely listed as inhibitors. 230,000 tested, 0.66% active. AID 485360, 2010; active = well fitted inhibition curve with a large enough effect; inconclusive = small, poorly fitted or top-dose-only effect; inactive = no such curve, though single readings can be large or run the other way; also: nearly all actives have a fitted effect of over 60% in size
Target sequence (Q9Y468 whole entry, looked up): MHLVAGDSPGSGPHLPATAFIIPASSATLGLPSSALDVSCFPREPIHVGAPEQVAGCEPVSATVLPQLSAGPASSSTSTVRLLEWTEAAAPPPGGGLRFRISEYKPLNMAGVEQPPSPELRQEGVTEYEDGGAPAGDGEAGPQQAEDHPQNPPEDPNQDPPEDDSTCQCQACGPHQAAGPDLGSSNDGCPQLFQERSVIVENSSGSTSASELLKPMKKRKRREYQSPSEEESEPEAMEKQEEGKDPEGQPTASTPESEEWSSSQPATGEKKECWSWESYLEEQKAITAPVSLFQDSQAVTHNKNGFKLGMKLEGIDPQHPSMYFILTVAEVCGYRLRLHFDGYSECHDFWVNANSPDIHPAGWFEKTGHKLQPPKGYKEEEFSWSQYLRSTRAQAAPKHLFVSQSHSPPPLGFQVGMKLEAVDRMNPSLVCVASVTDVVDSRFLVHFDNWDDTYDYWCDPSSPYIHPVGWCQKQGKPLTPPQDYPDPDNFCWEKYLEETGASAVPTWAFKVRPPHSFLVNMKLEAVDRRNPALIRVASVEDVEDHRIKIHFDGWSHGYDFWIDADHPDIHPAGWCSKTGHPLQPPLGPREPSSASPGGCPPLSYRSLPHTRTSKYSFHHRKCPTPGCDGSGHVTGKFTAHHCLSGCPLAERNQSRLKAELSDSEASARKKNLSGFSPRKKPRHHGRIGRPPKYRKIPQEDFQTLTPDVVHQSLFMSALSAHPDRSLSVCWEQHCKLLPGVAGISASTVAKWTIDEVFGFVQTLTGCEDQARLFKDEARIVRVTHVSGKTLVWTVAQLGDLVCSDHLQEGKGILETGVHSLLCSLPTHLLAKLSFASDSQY
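L3MBTL1 50 nM + b-AHA-H3(1-15)K9me1 75 nM, 30 min RT; compound added, 30 min RT; streptavidin donor/Ni-chelate acceptor beads 10 ug/mL each final, 30 min RT dark; AlphaScreen read.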
* marks the source's active call; other numbers are inactive results; ? = inconclusive; & = joins results of further samples; [ ] = dose if it differs, or a comment. % is scaled to controls: 0 for no effect and ±100 for the full control effect; potency is read from the fitted curve at half-maximal effect. These rows are one share of the data (hit frequency here may not be typical).

SMILES	L3MBTL1 block
CC(C)C(=O)Nc1ccc(NC(=O)c2ccc3c(c2)OCO3)cc1	-3%
O=C(c1ccc(F)cc1)N1CCN(Cc2ccccc2)CC1	0%
CCCCn1c(N)c(N(CCOC)C(=O)C(C)N2C(=O)c3ccccc3C2=O)c(=O)[nH]c1=O (centres undefined)	2%
CCN(CC(=O)Nc1ccc(NC(C)=O)cc1)C(=O)C1CCCC1	-4%
O=C(c1ccc(Cl)c(S(=O)(=O)N2CCCCCC2)c1)N1CCN(c2ccc(O)cc2)CC1	-14%
Cc1ccc(C2(c3ccccc3)NC(=O)N(CC(=O)NC3CCS(=O)(=O)C3)C2=O)cc1C (centres undefined)	-1%
COc1ccc(NC(=O)C2=NN(c3ccccc3)C(=O)CC2)cn1	-5%
O=C1N[C@@H](c2ccccc2)COC(=O)[C@@H](Cc2ccc(F)cc2)C/C=C\C[C@@H]1CC(=O)N(CCO)Cc1ccccc1	-3%
Cc1cc([N+](=O)[O-])nn1CC(=O)NCc1ccccc1	2%
COc1ccc(C(=O)COC(=O)c2sc(C)nc2C)cc1Cl	-2%
C[C@H](CO)N1C[C@H](C)[C@@H](CN(C)C(=O)NC2CCCCC2)Oc2c(NS(=O)(=O)c3cn(C)cn3)cccc2C1=O	16%
CC1CCCCC12NC(=O)N(CC(=O)N1CCN(S(=O)(=O)c3ccc4c(c3)CCC4)CC1)C2=O (centres undefined)	4%
CN(C(=O)CSc1ncn[nH]1)C1(C#N)CCCCC1	-1%
O=C(COC(=O)c1ccccc1O)NCc1ccccc1Cl	3%
Cc1cccc(OCC(=O)NCc2ccc(F)cc2)c1	3%[2.29 µM]
CCOC(=O)N1CCN(CCC(=O)Nc2cccc(C)c2)CC1	1%
Cc1ccc(OCCCC(=O)N(C)CC(=O)Nc2ccccc2Cl)cc1	2%
NC(=O)c1ccc(NC(=O)COC(=O)c2ccc3c(c2)OCO3)cc1	2%
CC1Cc2ccccc2N1Cc1cc(=O)c(OCC(=O)Nc2ccccc2)co1 (centres undefined)	?
COc1cc(/C=C/C(=O)OCC(=O)NC2CCS(=O)(=O)C2)ccc1OC(F)F (centres undefined)	-1%

Sorted by SMILES length (ascending): 3 of the compounds above.
SMILES	L3MBTL1 block
Cc1cccc(OCC(=O)NCc2ccc(F)cc2)c1	3%[2.29 µM]
O=C(c1ccc(F)cc1)N1CCN(Cc2ccccc2)CC1	0%
COc1ccc(C(=O)COC(=O)c2sc(C)nc2C)cc1Cl	-2%

Seven entries picked at random from those above, as already listed:
SMILES	L3MBTL1 block
Cc1ccc(C2(c3ccccc3)NC(=O)N(CC(=O)NC3CCS(=O)(=O)C3)C2=O)cc1C (centres undefined)	-1%
CCCCn1c(N)c(N(CCOC)C(=O)C(C)N2C(=O)c3ccccc3C2=O)c(=O)[nH]c1=O (centres undefined)	2%
CCN(CC(=O)Nc1ccc(NC(C)=O)cc1)C(=O)C1CCCC1	-4%
CCOC(=O)N1CCN(CCC(=O)Nc2cccc(C)c2)CC1	1%
C[C@H](CO)N1C[C@H](C)[C@@H](CN(C)C(=O)NC2CCCCC2)Oc2c(NS(=O)(=O)c3cn(C)cn3)cccc2C1=O	16%
CC(C)C(=O)Nc1ccc(NC(=O)c2ccc3c(c2)OCO3)cc1	-3%
O=C(c1ccc(Cl)c(S(=O)(=O)N2CCCCCC2)c1)N1CCN(c2ccc(O)cc2)CC1	-14%

Later entries
SMILES	L3MBTL1 block
COc1ccc(NC(=S)N2CCN(c3ccccc3)CC2)c(OC)c1	0%
CCCCNC(=O)O[C@H]1C[C@@H]2CCN3C(=O)CCC[C@H]([C@H]1CC)[C@H]23	3%
COc1cccc(NC(=O)C(C)N2C(=O)c3ccccc3C2=O)c1 (centres undefined)	?
COCCCNC(=O)CC1C[C@H](C(=O)N2CCCCC2)[C@@]2(C)c3[nH]c4ccccc4c3CCN2C1=O (some centres undefined)	2%
CCc1cc2c(COC(=O)CCNS(=O)(=O)c3cccc(C(F)(F)F)c3)cc(=O)oc2cc1O	-10%
Cc1ccc(S(=O)(=O)N2[C@@H](c3ccc(Cl)c(Cl)c3)C(C(=O)O)=C[C@H]2CC2CCCC2)cc1	-8%
COc1ccc(C(=O)C=CNNC(=O)c2ccc(Cl)cc2)cc1	-12%
O=[N+]([O-])c1ccc(NC(=S)N2CCCC2)cc1	3%
Cc1cnc(C(=O)OCC(=O)N2CCC(C)CC2)cn1	-1%
C[C@H](CO)N1C[C@H](C)[C@@H](CN(C)S(=O)(=O)c2cn(C)cn2)Oc2ccc(NC(=O)C3CC3)cc2C1=O	7%
CCNc1nc(NCC)n2c(SCC(=O)Nc3cccc(Cl)c3)nnc2n1	?
CCN(CC(=O)Nc1ccc(OC)cc1)C(=O)c1ccc2ccccc2c1	0%
COc1cccc(S(=O)(=O)Nc2ccc3c(c2)OCCO3)c1	2%
COc1ccc(NS(=O)(=O)c2cccc(C(=O)OCC(=O)N3CCN(c4ccc(OC)cc4)CC3)c2)cc1	-19%
Cc1cc(Br)ccc1NC(=O)CN(C)C(=O)C1CCN(C(=O)c2ccc(F)cc2)CC1	1%
CCCOc1ccc(N/C=C/C(=O)c2cc(OC)c(OC)c(OC)c2)cc1	3%[2.29 µM]
COC(=O)COc1ccc(C(c2c(C)[nH][nH]c2=O)c2c(C)[nH][nH]c2=O)cc1	-8%
Nc1nnc(SCC(=O)Nc2cccc(S(=O)(=O)N3CCOCC3)c2)s1	1%
CCCCN(C(=O)c1c(CC)noc1C)c1c(N)n(CCC)c(=O)[nH]c1=O	3%
O=C(NCc1ccccc1F)C(=O)NCC1CCCN1S(=O)(=O)c1cccs1 (centres undefined)	5%
C/C=C/c1ccc(OCC(=O)N(CCOC)c2c(N)n(CCCC)c(=O)[nH]c2=O)c(OC)c1	0%
O=C(NCCC(=O)N(CCc1ccccc1)Cc1ccccc1)c1ccc(Br)cc1	10%
COc1ccc(N2CCN(C(=O)Cc3csc(NC(=O)Nc4ccccc4OC)n3)CC2)cc1	-23%
COC(=O)[C@@]12CCCCN1[C@H](c1ccc(-c3ccc(OC)cc3)c(OC)c1)[C@@H]1C(=O)N(C)C(=O)[C@@H]12	-7%
CCC(=O)c1ccc(OCC(=O)OCC(=O)c2cc(C)n(C3CC3)c2C)cc1	-8%
O=C(COC(=O)CNC(=O)c1cccc(Br)c1)Nc1nnc(-c2ccccc2)o1	13%
Cn1c(C(=O)NN)cc2cc(Oc3ccccc3)ccc21	-12%
Cc1ccc(S(=O)(=O)N2CCN(C(=O)CSc3ncn[nH]3)CC2)cc1	1%
CC1(C2CC2)NC(=O)N(CC(=O)NCC(=O)Nc2ccc(F)c(F)c2F)C1=O (centres undefined)	3%
CCCn1c(CCl)nc2cc(S(=O)(=O)N3CCOCC3)ccc21	-3%
CCC1SC(=Nc2cccc(C)c2)NC1=O (centres undefined)	22%
COC(=O)[C@H]1C[C@H](C(=O)O)[C@@H](C)C1(C)C	4%
CN(C)C(CNC(=O)C1CCN(S(=O)(=O)c2ccccc2C(F)(F)F)CC1)Cc1ccccc1 (centres undefined)	-1%
N#Cc1ccc(CN2CCN(C(=O)CNC(=O)Cc3cccc4ccccc34)CC2)cc1	3%
CC1=C(C(=O)OCCC#N)C(c2cc3c(cc2Br)OCO3)NC(=O)N1 (centres undefined)	-9%
Cc1ccc(S(=O)(=O)n2c(C)nc3cc(C)ccc32)cc1	2%[2.29 µM]
COCCN(C(=O)c1ccco1)c1nc(-c2ccccc2)cs1	5%[2.29 µM]
CC1CN(C(=O)COc2ccc3ccccc3c2)CC(C)O1 (centres undefined)	-2%
CN(CC(=O)NC1CCN(Cc2ccccc2)CC1)S(=O)(=O)c1ccc(Cl)s1	-1%
OCCc1c[nH]c2cc(F)ccc12	-1%
O=C(CC1SC(N2CCCC2)=NC1=O)Nc1ccc(C(=O)NCCc2ccc(F)cc2)cc1 (centres undefined)	-10%
Cc1ccc(S(=O)(=O)n2cc(-c3ccccc3)c3ccccc32)cc1	39%[activator]
CC(=O)Nc1ccc(S(=O)(=O)NCc2nnnn2-c2ccc(F)cc2)cc1	-5%
Cc1cccc(C(=O)NCC(=O)N2CCCCCCC2)c1	2%
O=C1CCc2cc(NS(=O)(=O)c3ccc([N+](=O)[O-])cc3)cc3c2N1CCC3	-11%
COc1ccc(C(=O)NCC(C)(C)N2CCOCC2)cc1S(=O)(=O)N1CCCC1	7%
O=[N+]([O-])c1ccc(OCCCCCN2CCOCC2)cc1	-4%
Cc1ccc(-c2cn(CCN)c(-c3ccncc3)n2)cc1	0%
Cc1cc(C)n2nc(SCC(=O)Nc3ccc(F)cc3[N+](=O)[O-])nc2n1	-5%
O=C(OCC#CCSc1nnc(-c2cccc3ccccc23)o1)c1ccc(F)cc1	44%&48%[activator]
C=CCOc1ccc(C=NNc2ccc(S(=O)(=O)Nc3ccccc3C(=O)O)cc2[N+](=O)[O-])cc1OC	-27%
Cc1ccc(C(=O)NNC(=O)C(C)Oc2ccccc2F)cc1S(=O)(=O)N1CCOCC1 (centres undefined)	-3%
COc1cc(/C=C/C(=O)OCC(=O)NC(=O)NCc2ccco2)ccc1OC(F)F	-61%
CCC(C)c1ccccc1OCC(=O)NN1C(=O)c2ccccc2C1=O (centres undefined)	-5%[2.29 µM]
Cc1ccccc1OCCC(=O)NNC(=O)COc1cccc(F)c1	0%
CC12CCC(=O)N1C(C(=O)NCCN1C(=O)S/C(=C\c3ccc(F)cc3)C1=O)CS2 (centres undefined)	-2%
COc1cc(OC)cc(-c2sc3ccc(OC)cc3c2C#CCCO)c1	0%
COc1ccc(C#Cc2c(-c3ccccc3)n(C)c3ccccc23)cc1	24%
COc1ccc(/C=C/C(=O)OCC(=O)N2CCCC2)c(OC)c1	2%
C/C=C(\C)C(=O)OC(C)(C)[C@@H]1Cc2cc3ccc(=O)oc3cc2O1	42%[activator]

(further entries)
SMILES	L3MBTL1 block
O=C(Cn1ccc(NC(=O)OCc2ccccc2)nc1=O)NCc1nc2ccccc2[nH]1	8%
O=[N+]([O-])c1cccc(S(=O)(=O)N2CCCCC2c2cccnc2)c1 (centres undefined)	-6%
CCN(C(=O)COC(=O)c1cc(Cl)ccc1OC)c1c(N)n(Cc2ccccc2)c(=O)[nH]c1=O	0%
CC(=O)Cn1cnc2scc(-c3ccc(C)c(C)c3)c2c1=O	19%
O=C1C=C(c2ccc(Cl)c(C(F)(F)F)c2)C[C@@H](c2ccc(F)cc2)C1	4%
O=C1[C@H](Oc2ccccc2)[C@@H](c2ccccc2)N1c1ccncc1	-3%
CCOc1ccccc1N1CCN(C(=O)C2=CC=CN3CCS(=O)(=O)N=C23)CC1	3%
O=C(C1CCC1)N1CCN(S(=O)(=O)c2ccc([N+](=O)[O-])cc2)CC1	4%
CCCCn1c(N)c(N(CC)C(=O)c2ccncc2)c(=O)[nH]c1=O	2%
O=C(Nc1ccccc1)OCCOc1cccc(Br)c1	22%
CC[C@]12c3[nH]c4cc(CCC(=O)N(C)C)ccc4c3CCN1C(=O)[C@@H](CC(=O)NCCN1CCOCC1)C[C@@H]2C(=O)N1CCN(C(=O)C2CC2)CC1	0%
COc1ccc(C2=NS(=O)(=O)N(C)C(C(=O)N3CCc4ccccc4C3)=C2)cc1OC	19%
O=C(CCNC(=O)c1ccccc1Cl)Nc1ccc(S(=O)(=O)Nc2nccs2)cc1	0%
COc1cc(C(=O)Nc2cc(Cl)ccc2-n2cncn2)ccc1OC(F)F	24%
Cc1[nH]c2ccc(C(=O)OC(C)C(=O)NC3(C#N)CCCCC3)cc2c1C (centres undefined)	-5%
COc1cc(C)c(S(=O)(=O)NOCc2ccc([N+](=O)[O-])cc2)c(C)c1C	-5%
Cc1ccc(N2C(=O)N3[C@@H]4c5ccccc5OC[C@@H]4[C@@H](c4ccccc4)[C@@]3(C)C2=O)cc1	0%
CN(Cc1ccc(F)cc1)C(=O)C(Cc1ccccc1)NC(=O)c1ccccc1 (centres undefined)	-1%
Nc1nccnc1C(=O)OCC(=O)C12CC3CC(CC(C3)C1)C2	-4%
CCCCn1c(N)c(N(CC(C)C)C(=O)C2CCN(C(=O)c3ccc(Cl)cc3)CC2)c(=O)[nH]c1=O	5%
Cc1ccccc1Nc1nc(N)nc(COC(=O)[C@@H](NC(=O)c2ccccc2Cl)C(C)C)n1	11%
CCc1noc(C)c1C(=O)N(CC)CC(=O)NCc1ccc(Cl)cc1	0%
CCN(CC)c1ccc(/C=N/N2CCN(Cc3ccccc3Cl)CC2)cc1	?
CCOc1ccc(CCNC(=O)COC(=O)c2ccc(Cl)nc2)cc1OCC	4%
CN(CC(=O)Nc1ccc(F)cc1)C(=O)CN1C(=O)NC2(CCCC2)C1=O	2%
Cc1cnc(C(=O)OC(C)C(=O)NCc2ccccc2)cn1 (centres undefined)	-3%
Cc1noc(C)c1C(=O)OCC(=O)NCc1ccccc1	3%
CCN(C(=O)CN1CCCC(C)C1)c1c(N)n(Cc2ccccc2)c(=O)[nH]c1=O (centres undefined)	-4%
O=C(CSc1nnnn1-c1cccc(F)c1)NC1CC1	5%
O=C(CCS(=O)(=O)c1ccc(F)cc1)Nc1nnc(-c2ccc(F)cc2)o1	-1%
COc1ccc(S(=O)(=O)N2CCCCC2)cc1NC(=O)Cn1cnc2c1c(=O)n(C)c(=O)n2C	4%
CCC(=O)Nc1ccc(C(=O)CN2C(=O)NC3(CCCCCC3)C2=O)cc1	1%
COc1cccc(CC2(CO)CCCN(Cc3ccccc3Cl)C2)c1 (centres undefined)	6%
COc1ccc2nc(-c3ccccc3)cc(C(=O)OCC(=O)N3CCCCC3)c2c1	7%
O=C(NCC(c1cccs1)N1CCOCC1)c1ccc(Cl)cc1 (centres undefined)	-2%
